LAP4 TOR yeast: modulators of TOR pathway LAP4-GFP in S. cerevisiae. actives 0.34% (n = 320,000). S. cerevisiae LAP4-GFP multiplex, flow cytometry GFP, 3 h; median GFP as percent of DMSO wells. GFP response vs DMSO, % at 10 µM;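 active = GFP response vs DMSO above a set limit, about the screen mean plus 3 SD, cut at about 150% in these data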
GRK2 aptamer HTS: blocks RNA aptamer binding to human GRK2; bead flow cytometry, FAM-aptamer displacement from GRK2; inhibition of aptamer binding, % at 10 µM; actives 0.59% (n = 330,000); AID 488847;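 active = inhibition of aptamer binding above 40%, roughly 3 SD of noise, on plates passing a quality check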;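 note: median bead fluorescence of bound FAM aptamer so fluorescent compounds give negative values; no value below 0 was filed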
CIT2-GFP yeast: yeast TOR pathway CIT2-GFP modulation | S. cerevisiae CIT2-GFP strain, flow cytometry, 3 h; 100 means same as DMSO wells | GFP response vs DMSO, % at 10 µM | actives 0.065% (n = 320,000);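 active = GFP response relative to DMSO above a set limit, near the screen mean plus 3 SD, cut at about 150% in these data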;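 note: ratio of well median GFP fluorescence to mean of DMSO wells on the plate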
AGP1-GFP MLPCN: modulators of TOR pathway AGP1-GFP in S. cerevisiae; S. cerevisiae AGP1-GFP multiplex flow cytometry, 3 h; GFP as percent of DMSO wells; GFP response vs DMSO, % at 10 µM; actives 0.02% (n = 320,000); AID 2066;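 active = GFP response relative to DMSO above a set limit, near screen average plus 3 SD, cut at about 150% in these data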;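 note: median GFP channel fluorescence of the gated AGP1 strain per well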
CR mimetic SO: lowers age-related superoxide in aged yeast cells. S. cerevisiae aged cells, superoxide DHE fluorescence; hits give low values. superoxide response (% of plate mean), % at 10 µM. actives 0.18% (n = 330,000). AID 2690;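 active = superoxide response under a set limit, about three screen SD below normal, cut at about 65% in these data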;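 note: yeast aged for seven days with compound at 30 °C before DHE staining; 100% = average MFI of all compound-treated wells on the plate with controls excluded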
RPL19A-GFP yeast: alters RPL19A-GFP fluorescence in TOR pathway yeast screen; S. cerevisiae RPL19A-GFP strain, flow cytometry, 3 h; hits give low values; percent response vs DMSO, % at 10 µM; actives 0.3% (n = 330,000);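 active = percent response vs DMSO below 50%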;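 note: median channel GFP fluorescence of the barcoded RPL19A-GFP strain; ratio of sample median GFP to plate DMSO average so 100% = DMSO; lower means less RPL19A-GFP as with rapamycin TOR inhibition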
VLA-4 inh: inhibition in a human VLA-4 binding assay; P13612; VLA-4 expressing cells, ligand binding flow cytometry; inhibition, % (about 7 µM as worked out from the volumes in the protocol); actives 0.2% (n = 330,000); in the data active = inhibition above about 50%
MEP2-GFP yeast: yeast TOR pathway MEP2-GFP modulation; S. cerevisiae MEP2-GFP strain, flow cytometry GFP, 3 h; 100% = DMSO control level; GFP response vs DMSO, % at 10 µM; actives 0.51% (n = 330,000);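 active = GFP response versus DMSO above a set limit, roughly screen mean plus 3 SD, cut at about 180% in these data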;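 note: median GFP fluorescence of the barcode-gated MEP2-GFP cells per well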
Starred values were filed as active, the others as inactive.

SMILES	LAP4 TOR yeast	GRK2 aptamer HTS	CIT2-GFP yeast	AGP1-GFP MLPCN	CR mimetic SO	RPL19A-GFP yeast	VLA-4 inh	MEP2-GFP yeast
COc1cccc(CNC(=O)CSc2nnc3c(n2)[nH]c2ccccc23)c1	95.1	0.0	102.7	104.2	107.6	104.0	5.8	97.3
COc1ccc(Cl)cc1C(=O)NNC(=O)CN1C(=O)C2CC=CCC2C1=O (stereo not drawn)	113.1	1.0	98.8	96.0	128.1	95.9	8.8	103.2
CCCc1cc(C(=O)Cc2ccc(F)cc2)c(O)cc1O	98.1	0.0	100.1	105.0	88.6	102.1	17.5	99.1
O=C(N[C@@H](Cc1ccccc1)c1nc2ccccc2[nH]1)c1cc([N+](=O)[O-])ccc1Cl	89.9	6.0	90.9	91.1	113.0	92.9	13.1	90.1
O=C(NC1CCC(O)CC1)c1ccc(Br)o1 (stereo not drawn)	104.0	3.0	98.3	101.9	104.8	99.8	0.0	105.8
O=C(COc1ccc2ccc(=O)oc2c1)NC1CCS(=O)(=O)C1 (stereo not drawn)	97.2	0.0	97.1	100.3	83.8	96.8	3.6	99.6
COC(=O)[C@H]1[C@@H](C)N(CCc2cc(OC)c(OC)c(OC)c2)C(=O)N[C@H]1c1ccccc1	93.1	1.0	95.2	95.7	97.2	94.3	1.2	99.8
Oc1ccc(-c2nc3ccccc3s2)cc1	111.7	1.0	89.4	85.8	91.4	100.3	-0.2	90.0

Remaining list, next part.
SMILES	LAP4 TOR yeast	GRK2 aptamer HTS	CIT2-GFP yeast	AGP1-GFP MLPCN	CR mimetic SO	RPL19A-GFP yeast	VLA-4 inh	MEP2-GFP yeast
COc1ccc(NCc2nc3ccccc3n2CCOc2ccccc2)cc1	130.0	3.0	85.7	87.8	106.4	100.7	17.1	96.6
COC(=O)c1ccc(Cn2nc(C)c(Cl)c2C)o1	97.2	3.0	89.4	92.8	96.5	94.2	9.9	101.4
CC1(c2nnc(Cc3ccccc3)o2)CC(c2ccccc2Br)=NO1 (stereo not drawn)	107.4	0.0	91.7	86.0	100.1	94.4	-7.5	91.3
CCOC(=O)c1cnc(SC)nc1Oc1cccc(NS(=O)(=O)c2ccc(C)cc2)c1	108.0	3.0	100.1	103.5	100.5	102.0	10.0	107.6
COc1ccc(C2c3c(-c4ccccc4O)n[nH]c3C(=O)N2Cc2ccco2)cc1OC (stereo not drawn)	102.2	1.0	101.5	105.5	110.7	98.4	-5.4	102.2
O=C(Nc1ccc([N+](=O)[O-])cc1)OCCc1ccccn1	91.1	0.0	101.4	93.0	100.4	103.4	-17.1	106.2
Cc1ccc(SCc2noc(-c3c(C)noc3C)n2)cc1	101.8	0.0	96.9	61.7	101.4	84.0	7.2	113.3
Cc1noc(C)c1C(=O)Nc1c(F)cc(F)cc1Br	101.3	2.0	106.3	108.8	91.6	103.2	14.8	106.2

(cont.)
SMILES	LAP4 TOR yeast	GRK2 aptamer HTS	CIT2-GFP yeast	AGP1-GFP MLPCN	CR mimetic SO	RPL19A-GFP yeast	VLA-4 inh	MEP2-GFP yeast
O=C(O)CN1C(=O)/C(=C\c2ccccc2OCc2ccc(F)cc2)SC1=S	106.7	3.0	104.2	105.9	126.1	106.3	28.9	114.3
CCn1c(SCC(N)=O)nc2c(c1=O)C1(CCCC1)Cc1ccccc1-2	87.9	2.0	87.6	92.2	119.1	91.5	-7.1	96.5
CC#CC[N+](C)(C)CCCCCCCCCCCC	102.1	0.0	95.7	94.1	147.7	104.0	11.3	98.8
C/C(=N\NC(=O)c1nnn(-c2nonc2N)c1-c1ccccc1)c1ccco1	76.9	5.0	94.7	94.5	132.6	113.8	-1.1	102.9
CCc1ccc2nc3sc(C(=O)Nc4nnc(CC)s4)c(N)c3cc2c1	103.1	0.0	95.5	98.3	98.0	98.6	-29.1	106.1
Fc1ccc(-c2cnc[nH]2)cc1	101.6	0.0	100.1	101.4	102.0	104.9	25.8	104.6
Cc1cc(C)nc(-n2nc(C)cc2NC(=O)C(C)C)n1	90.6	1.0	91.7	92.1	100.3	92.9	21.6	89.9
O=C(COc1cc(O)c2c(=O)cc(-c3ccccc3)oc2c1)c1cccc([N+](=O)[O-])c1	101.8	1.0	112.9	110.6	104.0	106.2	7.3	114.8

(cont.)
SMILES	LAP4 TOR yeast	GRK2 aptamer HTS	CIT2-GFP yeast	AGP1-GFP MLPCN	CR mimetic SO	RPL19A-GFP yeast	VLA-4 inh	MEP2-GFP yeast
NS(=O)(=O)c1ccc(CCNC(=O)CCCCCn2c(=S)[nH]c3ccc(Br)cc3c2=O)cc1	99.3	0.0	99.5	99.2	115.8	96.8	26.6	104.7
COc1cc(C)ccc1OCCOCCN(C)Cc1ccccc1	96.9	1.0	100.3	104.2	90.6	103.7	1.9	100.8
CCOC(=O)c1c(C)n(C)c2ccc(OCC(O)Cn3nc(C)cc3C)cc12 (stereo not drawn)	103.3	0.0	76.8	107.3	84.9	95.8	4.6	104.6
O=C1c2ccccc2C(Nc2ccc3c(c2)OCO3)N1Cc1ccc2c(c1)OCO2 (stereo not drawn)	97.2	4.0	94.1	94.7	99.6	93.6	-15.4	96.3
O=C(O)c1cc(Br)ccc1NS(=O)(=O)c1cccc2nsnc12	94.3	1.0	115.4	111.0	108.1	109.2	8.4	104.9
Cc1cc(S(=O)(=O)N2CCOCC2)ccc1OCC(=O)Nc1ccccc1F	105.8	1.0	106.0	109.5	104.5	100.5	1.5	114.1
CC(C)c1ccc(/C=C2\SC(=S)N(CCC(=O)N3CCCCC3CCO)C2=O)cc1 (stereo not drawn)	105.0	0.0	100.2	108.8	119.5	107.9	-5.8	100.2
